Compound activity (PubChem)
NOD1 NF-kB reporter = NOD1 signaling inhibitors, primary screen, cell-based, luminescence, uHTS (AID 1578); hit rate 1% among 290,000; NOD1-driven NF-kB luciferase reporter cells, luminescence; higher % means a stronger effect; one-dose inhibition, % at 4 µM; EC50 in µM for titrated hits; in the data active means inhibition mostly above about 36%, no sharp cut-off; inactive means mostly below about 34%;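 further: HEK-293T reporter cells stimulated with the NOD1 agonist gamma-tri-DAP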
West Nile antiviral = West Nile virus antiviral activity, cell-based, CPE readout (AID 1621); West Nile virus-infected cells, CPE inhibition; higher % means a stronger effect; CPE inhibition, % at 10 µM, or IC50 in µM where a hit was titrated; hit rate 0.02% among 290,000; in the data active means a potency from the dose series; further: strong numbers were not always called active
KOR beta-arrestin-1 = KOR agonists, beta-arrestin recruitment, primary screen, cell-based, luminescence, uHTS (AID 1777). Kappa-type opioid receptor (Homo sapiens). KOR beta-arrestin recruitment, luminescence; higher % means a stronger effect. one-dose activation, % at 10 µM; EC50 in µM for titrated hits. hit rate 0.02% among 280,000; in the data active means activation above about 50%, passing the limit was not always enough; further: a part of the inactive calls stands beside numbers as strong as those of hits
HIV peptide binding = inhibitors of HIV fusion peptide binding, primary screen, biochemical, uHTS, fluorescence dequenching (AID 1986) | cell-free peptide binding, fluorescence dequenching, 30 min; higher % means a stronger effect | inhibition, % at 20 µM, or IC50 in µM where a hit was titrated | hit rate 0.3% among 290,000; in the data active means inhibition mostly above about 52%, no sharp cut-off; inactive means mostly below about 76%; further: some results filed as inactive read as strong as hits
KOR beta-arrestin-2 = KOR antagonists, beta-arrestin recruitment, cell-based, luminescence, uHTS (AID 1778); hit rate 0.091% among 290,000; KOR beta-arrestin recruitment, luminescence, antagonist mode; higher % means a stronger effect; one-dose inhibition, % at 10 µM; IC50 in µM for titrated hits; in the data active means inhibition above about 50%; further: strong numbers were not always called active
GPR55 beta-arrestin = GPR55 agonists via beta-arrestin recruitment, primary screen, imaging, U2OS cells, beta-arrestin-GFP redistribution (AID 1961) | G-protein coupled receptor 55 (Homo sapiens) | U2OS GPR55 beta-arrestin-GFP redistribution imaging; higher % means a stronger effect | activation, % at 10 µM, or EC50 in µM where a hit was titrated | hit rate 0.048% among 290,000;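 active means activation above 40% with more than 50 cells counted in the well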;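 further: U2OS osteosarcoma cells stably expressing GPR55 and beta-arrestin-GFP; plate controls were DMSO negative control for no effect and LPI positive control for full effect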
Dengue-2 NS5 capping = Dengue-2 NS5 methyltransferase inhibitors, primary screen, biochemical, confirmation dose response (AID 588689); Genome polyprotein (Dengue virus type 2 (strain 16681-PDK53)); hit rate 0.3% among 340,000; inhibition, % at 25 µM, or IC50 in µM where a hit was titrated; Dengue-2 NS5 methyltransferase capping enzyme assay, biochemical; higher % means a stronger effect; in the data active means a potency from the dose series
GPR35 arrestin U2OS = GPR35 antagonists blocking zaprinast-driven arrestin recruitment, primary screen, imaging, U2OS, beta-arrestin-GFP, zaprinast agonist (AID 2058); G-protein coupled receptor 35 (Homo sapiens); hit rate 0.052% among 290,000; U2OS GPR35 beta-arrestin-GFP translocation imaging, zaprinast antagonism; higher % means a stronger effect; inhibition, % at 10 µM; hits with a dose series show IC50 in µM;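 active means inhibition of at least 50% with at least 30 cells and total cytoplasm GFP at most 10,000,000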
GPR55 antagonists = GPR55 antagonists blocking LPI-driven arrestin recruitment, primary screen, imaging, U2OS, beta-arrestin-GFP, LPI agonist (AID 2013) | G-protein coupled receptor 55 (Homo sapiens) | U2OS GPR55 beta-arrestin-GFP translocation imaging, LPI antagonism; higher % means a stronger effect | inhibition, % at 10 µM, or IC50 in µM where a hit was titrated | hit rate 0.13% among 290,000;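 active means spots per cell inhibited over 60%, with over 100 cells counted and total cytoplasm intensity under 500,000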;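 further: U2OS cells stably carrying GPR55 and arrestin-GFP stimulated by 5 µM LPI near EC80; imaged beta-arrestin-GFP aggregate spots per cell after agonist stimulation; plate controls were LPI-stimulated DMSO wells for no effect and DMSO wells without LPI for full effect; some results filed as inactive read as strong as hits; confirmed hits need IC50 under 10 µM and bright autofluorescent wells are also inconclusive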
Starred values were filed as active, the others as inactive; nt = not tested or not shown; [ ] = dose if it differs, or a comment. The list is partial; count on the stated rates, not on these rows.

item	compound	NOD1 NF-kB reporter	West Nile antiviral	KOR beta-arrestin-1	HIV peptide binding	KOR beta-arrestin-2
1	O=C(Cn1ncc2c(=O)oc3ccccc3c21)N1CCN(c2ccccn2)CC1	-24%	0.5%	-1.0%	-0.3%	3%
2	CCN1CCN(C(=O)c2ccc(Sc3ccccc3Cl)c([N+](=O)[O-])c2)CC1	-39%	-2.5%	-4.5%	-2.5%	24%
3	Clc1ccc(SCc2cn3ccsc3n2)cc1	-62%	1.2%	0.5%	-0.6%	15%
4	CC(C)n1c(O)c(N=NC(=O)Cn2ccc(C(F)(F)F)n2)c2ccccc21	-5%	-0.4%	-6.1%	-3.7%	10%
5	COc1ccc(-n2ccnc(SCC(=O)NCc3ccccc3Cl)c2=O)cc1	0%	-1.2%	-0.6%	-1.1%	-29%
6	Cc1ccc(NC(=O)NCCCCc2ccccc2)cc1	-29%	-0.8%	2.7%	1.2%	1%
7	C=CCOc1ccc(NC(=O)C(=O)NCCCn2ccnc2)cc1	nt	-0.8%	-0.3%	-4.4%	16%
8	Cc1nn(-c2ccc(Cl)cc2)c(=O)c2c(C)noc12	-8%	0.1%	-0.6%	-0.2%	9%
9	CC(=O)N1N=C(c2cccc([N+](=O)[O-])c2)OC1(C)CC(=O)Nc1ccccc1 (centres undefined)	-26%	-0.8%	-3.7%	1.8%	4%
10	CC(C)CC(=O)Nc1cccc(C(C)O)c1 (centres undefined)	-61%	-0.4%	0.0%	0.0%	-12%

item	GPR55 beta-arrestin	Dengue-2 NS5 capping	GPR35 arrestin U2OS	GPR55 antagonists
1	0.0%	-5%	-1%	15%
2	0.2%	1%	8%	6%
3	-0.2%	-2%	-13%	-22%
4	-0.6%	-2%	-9%	14%
5	0.2%	-1%	17%	-5%
6	0.0%	-1%	4%	1%
7	0.2%	-1%	14%	15%
8	-0.3%	2%	3%	-8%
9	0.2%	1%	8%	-6%
10	-0.6%	nt	6%	0%

The results go on:
item	compound	NOD1 NF-kB reporter	West Nile antiviral	KOR beta-arrestin-1	HIV peptide binding	KOR beta-arrestin-2
11	COCCCNC(=S)N1CCC(C(=O)c2ccc3c(c2)OCCO3)CC1	19%	-0.9%	2.4%	3.2%	14%
12	CCOC(=O)C1CCCN(Cc2cc(=O)oc3cc(C)c(C)cc23)C1 (centres undefined)	-25%	0.6%	-0.8%	0.5%	-22%
13	Cc1ccc(NC(=O)COc2cccc(/C=C3\SC(=S)N(CCC(=O)O)C3=O)c2)cc1Cl	1%	0.3%	5.8%	12µM*	-5%
14	COc1ccc(C2CC(=O)N3CN(c4ccc(C)c(Cl)c4)CSC3=C2C#N)cc1OC (centres undefined)	-38%	-0.2%	-0.3%	-2.5%	-12%
15	CCOC(=O)CSC1=C(C#N)C(c2sccc2C)C(C(C)=O)=C(C)N1 (centres undefined)	10%	0.0%	-3.7%	-0.2%	10%
16	O=C(Nc1ccc(N2CCOCC2)c(Cl)c1)c1cccnc1	-22%	0.1%	-3.1%	3.5%	4%
17	CCOC(=O)CSc1nc(=O)n2ccc(C)cc2n1	-23%	0.1%	-10%	1.8%	-10%
18	COC(=O)N/N=C/c1cccc([N+](=O)[O-])c1	-9%	0.6%	-3.0%	-1.1%	9%
19	CC1CC(C)(C)NC(=S)N1CCC(=O)Nc1ccc2c(c1)OCCO2 (centres undefined)	-40%	0.1%	-1.7%	0.8%	8%
20	Cc1c(C(=O)NCc2ccc3c(c2)cc(C)n3C)cccc1[N+](=O)[O-]	-40%	1.9%	2.5%	4.6%	4%

item	GPR55 beta-arrestin	Dengue-2 NS5 capping	GPR35 arrestin U2OS	GPR55 antagonists
11	-0.2%	5%	-7%	12%
12	1.6%	-6%	6%	7%
13	-1.5%	1%	0%	1%
14	-0.2%	3%	-7%	7%
15	-0.1%	-8%	0%	nt
16	0.2%	-2%	-6%	7%
17	0.1%	-10%	-7%	9%
18	-0.1%	6%	3%	9%
19	0.2%	-2%	16%	4%
20	-0.2%	8%	3%	8%

The listing continues:
item	compound	NOD1 NF-kB reporter	West Nile antiviral	KOR beta-arrestin-1	HIV peptide binding	KOR beta-arrestin-2
21	Cn1c(N)c(C(=O)COC(=O)CSc2cccc3cccc(Cl)c23)c(=O)n(C)c1=O	-24%	-0.8%	3.9%	-0.8%	-159%[20 µM]
22	CCc1ccc[n+](-c2[nH]c(=O)sc2/C=N/N=C(\[O-])c2ccncc2)c1	-13%	0.1%	-2.9%	-1.4%	13%
23	COc1ccc2cc(C)c3nnc(SCc4cccnc4)n3c2c1	-31%	-0.2%	0.5%	0.0%	-20%
24	O=C(COC(=O)c1ccccc1O)NCCCc1ccccc1	-18%	0.2%	-0.4%	-2.0%	8%
25	Cc1cccc(NC2(C(F)(F)F)N=C(c3ccccc3)NC2=O)n1 (centres undefined)	15%	-0.3%	-1.0%	-2.2%	-3%
26	COc1cccc(N2CCN(C(=O)C3CCCN(S(=O)(=O)c4ccc5c(c4)oc(=O)n5C)C3)CC2)c1 (centres undefined)	-18%	-0.6%	0.4%	-0.8%	-14%
27	O=C(NC1=NCCS1)c1ccc(Cl)c(S(=O)(=O)N2CCOCC2)c1	-51%	0.3%	-0.6%	-0.5%	-14%
28	Cc1cc(=O)c(C(=O)O)cn1-c1ccc(C(C)C)cc1	-34%	nt	-5.7%	-1.5%	12%
29	CCC(C)NCCOc1ccc(C)cc1[N+](=O)[O-] (centres undefined)	-15%	-0.2%	0.4%	3.2%	-24%
30	COc1ccccc1CCNC(=O)C(=O)NCC1OCCCN1S(=O)(=O)c1cc(C)ccc1C (centres undefined)	1%	-0.2%	2.6%	0.2%	-10%

item	GPR55 beta-arrestin	Dengue-2 NS5 capping	GPR35 arrestin U2OS	GPR55 antagonists
21	0.2%	7%	-2%	-10%
22	-0.2%	-16%	5%	-1%
23	0.2%	4%	5%	-2%
24	0.2%	-7%	-15%	6%
25	-0.1%	-2%	15%	-7%
26	-0.1%	5%	2%	-3%
27	0.1%	10%	-1%	-7%
28	-0.5%	-5%	-8%	-1%
29	0.2%	2%	5%	-7%
30	0.0%	-3%	19%	-6%

(list continues)
item	compound	NOD1 NF-kB reporter	West Nile antiviral	KOR beta-arrestin-1	HIV peptide binding	KOR beta-arrestin-2
31	CC(C)N1CC(O)=C(c2nc3ccccc3c(=O)[nH]2)C1=N	-37%	1.4%	-6.3%	-0.1%	15%
32	CCn1c(CNc2ccccc2Cl)nnc1SCC(=O)OC1CCCCC1	-14%	0.1%	4.6%	-2.1%	-23%
33	COc1ccccc1/C=C/C=c1\sc2nc(=O)c(Cc3ccccc3)nn2c1=O	13%	-0.3%	nt	44%	-29%
34	CN(C)CC1(c2ccccc2)CCCC1	-5%	0.2%	-2.1%	22%	-12%
35	CCOc1ccccc1N1CCN(CC(=O)Nc2nc(C)c(C(=O)N(C)C)s2)CC1	-37%	-0.2%	2.0%	1.0%	-14%
36	Cc1ccc(CCc2nnc(SCC(=O)Nc3cc(Cl)ccc3Cl)n2-c2ccccc2)o1	-30%	-2.0%	-0.7%	3.9%	18%
37	COc1cccc(/C=C2/SC(=S)N(CC(=O)NNC(=O)c3ccccc3OC)C2=O)c1	2%	-0.4%	-5.2%	-1.6%	-2%
38	CC(OC(=O)CN(C)S(=O)(=O)c1ccc(Cl)cc1)C(=O)Nc1ncc(Cl)cc1Cl (centres undefined)	-8%	-0.2%	-0.7%	1.7%	-11%
39	CCN(CC(=O)NCCCN1CCOCC1)S(=O)(=O)c1ccc(F)cc1	-29%	-0.1%	2.0%	0.8%	-20%
40	O=C(NC1C(=O)NNC1c1ccccc1)c1ccccc1 (centres undefined)	-45%	0.7%	1.7%	-0.1%	-14%

item	GPR55 beta-arrestin	Dengue-2 NS5 capping	GPR35 arrestin U2OS	GPR55 antagonists
31	0.0%	0%	-17%	-8%
32	-0.1%	-5%	7%	12%
33	-0.3%	-9%	-7%	-3%
34	-0.3%	-2%	-1%	7%
35	-0.2%	1%	-8%	7%
36	0.8%	-2%	-7%	12%
37	-0.1%	4%	3%	-5%
38	-0.2%	-2%	19%	35%
39	0.0%	-4%	13%	0%
40	0.0%	-4%	14%	10%

The listing continues.
item	compound	NOD1 NF-kB reporter	West Nile antiviral	KOR beta-arrestin-1	HIV peptide binding	KOR beta-arrestin-2
41	COc1ccc(NS(=O)(=O)c2ccc(NC(=O)c3cnn4c(C(F)F)cc(-c5ccc(C)cc5)nc34)cc2)cc1	-4%	0.2%	1.8%	-1.9%	-35%
42	O=C(COC(=O)c1ccc(Cl)nc1)Nc1ccc2c(c1)OCO2	-15%	0.6%	-1.3%	-1.2%	-2%
43	CCN(CC)S(=O)(=O)c1ccc(N2CCN(c3cccc(OC)c3)CC2)c([N+](=O)[O-])c1	2%	-0.6%	7.3%	-2.4%	-28%
44	Cc1ccc(C)c(OCC(=O)Nc2ccccc2C(=O)N2CCOCC2)c1	1%	-0.3%	0.1%	2.2%	2%
45	COc1ccccc1N=C(C)C1=C(O)CSC1=O	-35%	0.8%	2.0%	1.8%	16%
46	CC(=O)Oc1ccc2c(=O)oc(-c3ccccc3)nc2c1	-12%	-0.1%	nt	-1.2%	-38%[20 µM]
47	COc1cc(CN2CCC(Cc3ccccc3)CC2)c([N+](=O)[O-])cc1OC	-18%	-1.0%	2.2%	6.7%	-40%[20 µM]
48	CCOC(=O)CCc1c(C)c2ccc(OCc3cc([N+](=O)[O-])ccc3OC)cc2oc1=O	-12%	nt	-1.1%	1.4%	11%
49	COc1ccc(/C=C/c2c(-c3ccc(OC)cc3)oc3ccccc23)cc1	26%	0.0%	0.2%	2.7%	3%[20 µM]

item	GPR55 beta-arrestin	Dengue-2 NS5 capping	GPR35 arrestin U2OS	GPR55 antagonists
41	0.3%	nt	-1%	14%
42	-1.1%	-2%	-3%	4%
43	-0.3%	4%	-5%	11%
44	-0.1%	-8%	-8%	12%
45	-0.2%	-1%	24%	7%
46	-0.2%	nt	5%	-10%
47	-0.2%	-3%	4%	-10%
48	-0.1%	-4%	-3%	6%
49	-0.3%	3%	-15%	5%

Ordered by number of heavy atoms (low to high): 4 of the compounds above
item	compound	NOD1 NF-kB reporter	West Nile antiviral	KOR beta-arrestin-1	HIV peptide binding	KOR beta-arrestin-2
45	COc1ccccc1N=C(C)C1=C(O)CSC1=O	-35%	0.8%	2.0%	1.8%	16%
42	O=C(COC(=O)c1ccc(Cl)nc1)Nc1ccc2c(c1)OCO2	-15%	0.6%	-1.3%	-1.2%	-2%
47	COc1cc(CN2CCC(Cc3ccccc3)CC2)c([N+](=O)[O-])cc1OC	-18%	-1.0%	2.2%	6.7%	-40%[20 µM]
41	COc1ccc(NS(=O)(=O)c2ccc(NC(=O)c3cnn4c(C(F)F)cc(-c5ccc(C)cc5)nc34)cc2)cc1	-4%	0.2%	1.8%	-1.9%	-35%

item	GPR55 beta-arrestin	Dengue-2 NS5 capping	GPR35 arrestin U2OS	GPR55 antagonists
45	-0.2%	-1%	24%	7%
42	-1.1%	-2%	-3%	4%
47	-0.2%	-3%	4%	-10%
41	0.3%	nt	-1%	14%
